# DAGLB inhibitor – blocks human DAGLB lipase activity; Q8NCG7; HEK293T DAGLB membrane lysate, EnzChek fluorogenic substrate; inhibition, % at 5.17 µM; 340,000 compounds, 0.059% hits; AID 504411; in the data active = inhibition above about 34%;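 also: 0% = enzyme with vehicle and 100% = wells lacking enzyme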
# DSG3 Ab inh – inhibitors of pemphigus antibody binding to human desmoglein-3; P32926; DSG3-coupled beads, scFv-anti-DSG3-GFP binding, flow cytometry; stronger effect = lower value; binding (percent of control), % at 10 µM; 310,000 compounds, 0.48% hits;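 active = binding more than 3 SD below its plate's average and above zero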; also: some compounds called inactive have numbers as strong as hits
# V-ATPase pHluor – yeast V-ATPase proton transport regulation by pHLuorin; S. cerevisiae, pHLuorin cytosolic pH fluorescence; AID 504577; 350,000 compounds, 0.37% hits; response, % at 10 µM; in the data active = response mostly above about 7.3%, no sharp cut-off; inactive = mostly below about 5.4%; also: actives read high; inactives centre near 0; some compounds called inactive have numbers as strong as hits
# CAL PDZ FP-1 – blocks peptide binding to the human CAL PDZ domain. AID 602252. inhibition, % at 24.9 µM. 300,000 compounds, 0.92% hits. purified CAL PDZ, TMR-peptide fluorescence polarization, 1 h;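 active = mean inhibition of at least 30% with at least half of replicates also reaching 30%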;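 also: 0% = DMSO neutral control and 100% = excess unlabeled competitor peptide PRC23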
# Keap1 Nrf2 FP – disrupts human Keap1 binding to Nrf2 peptide. Keap1 Kelch-Nrf2 peptide fluorescence polarization, 1536-well. inhibition, % at 9.4 µM. 340,000 compounds, 0.15% hits; in the data active = inhibition above about 12%;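 also: human Keap1 Kelch domain with fluorescein labeled Nrf2 9mer peptide probe; 0% = neutral control wells and 100% = peptide positive control; higher means more block of Keap1 binding to Nrf2 peptide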
# CAL PDZ FP-2 – human CAL PDZ-peptide interaction inhibition; inhibition, % at 20 µM; 330,000 compounds, 0.02% hits; Q9HD26; purified CAL PDZ, TMR-peptide fluorescence polarization, 1 h; AID 504414;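 active = highest replicate inhibition of at least 40%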;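 also: plate controls were DMSO neutral control wells for no effect and unlabeled competitor peptide control wells for full effect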
#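 Test system: tagged CAL PDZ domain / Buffer or medium: sodium phosphate/NaCl buffer pH 7.4 with TCEP, IgG, Thesit / Reagent: TMR-labelled reporter peptide T*-PRC34 bound in PDZ groove / Compound dosing: single point, 20 µM / Schedule: 1 h incubation at room temperature before polarization reading / Technique: fluorescence polarization (mP) / Benchmarks: unlabelled peptide, DMSO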
# NSD2 inh – inhibitors of human histone methyltransferase NSD2. NSD2 peptide methylation, AlphaScreen, 120 min. inhibition, % at 12.5 µM. 310,000 compounds, 0.54% hits. AID 743445; in the data active = inhibition above about 50%
# Target sequence (O96028 whole entry, looked up): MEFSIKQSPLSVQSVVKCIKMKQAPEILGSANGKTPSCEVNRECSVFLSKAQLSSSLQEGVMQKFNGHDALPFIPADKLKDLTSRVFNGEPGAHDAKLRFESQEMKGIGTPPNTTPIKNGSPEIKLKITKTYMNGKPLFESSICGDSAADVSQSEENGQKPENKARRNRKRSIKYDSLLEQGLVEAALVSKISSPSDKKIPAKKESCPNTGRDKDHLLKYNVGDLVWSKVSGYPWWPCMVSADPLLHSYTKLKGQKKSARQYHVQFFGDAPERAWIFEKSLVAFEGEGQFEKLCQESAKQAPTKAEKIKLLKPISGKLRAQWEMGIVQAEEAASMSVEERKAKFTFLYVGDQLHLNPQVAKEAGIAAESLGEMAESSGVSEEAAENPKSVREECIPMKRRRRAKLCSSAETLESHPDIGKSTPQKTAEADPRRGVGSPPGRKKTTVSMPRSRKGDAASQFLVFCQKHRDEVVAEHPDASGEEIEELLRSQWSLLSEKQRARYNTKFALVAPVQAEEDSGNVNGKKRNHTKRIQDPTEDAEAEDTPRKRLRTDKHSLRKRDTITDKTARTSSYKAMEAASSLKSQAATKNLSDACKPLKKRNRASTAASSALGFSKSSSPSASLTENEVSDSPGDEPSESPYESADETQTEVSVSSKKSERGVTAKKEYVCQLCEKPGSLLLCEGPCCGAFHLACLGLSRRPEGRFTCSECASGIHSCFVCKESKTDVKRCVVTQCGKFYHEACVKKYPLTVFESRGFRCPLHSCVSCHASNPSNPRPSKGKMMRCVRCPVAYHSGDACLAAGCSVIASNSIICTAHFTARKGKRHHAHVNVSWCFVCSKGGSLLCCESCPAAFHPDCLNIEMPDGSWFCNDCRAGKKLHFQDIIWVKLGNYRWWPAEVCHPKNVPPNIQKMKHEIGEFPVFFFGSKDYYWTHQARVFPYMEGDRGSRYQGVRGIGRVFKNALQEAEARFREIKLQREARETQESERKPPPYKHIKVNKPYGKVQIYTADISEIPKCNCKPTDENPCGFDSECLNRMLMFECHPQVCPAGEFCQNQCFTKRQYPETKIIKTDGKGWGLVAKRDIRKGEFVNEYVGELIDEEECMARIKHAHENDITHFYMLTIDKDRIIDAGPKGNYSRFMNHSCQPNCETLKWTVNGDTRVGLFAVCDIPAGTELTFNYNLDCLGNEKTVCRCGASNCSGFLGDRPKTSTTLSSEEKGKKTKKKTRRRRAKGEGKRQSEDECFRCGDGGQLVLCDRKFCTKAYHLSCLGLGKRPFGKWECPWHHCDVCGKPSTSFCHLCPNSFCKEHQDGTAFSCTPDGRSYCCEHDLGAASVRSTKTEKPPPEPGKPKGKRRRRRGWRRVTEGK
# Cardiac RTF inh – cardiac RTF calcium desensitization; P19429+P45379; IANBD-labeled cardiac RTF, Ca2+ fluorescence; inhibition, % at 7.15 µM; 340,000 compounds, 0.12% hits; AID 493244;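 active = inhibition above the mean inhibition of all tested compounds plus 3 SD, cut at about 17% in these data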;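 also: assay run at fixed EC70 calcium of 1.6 mM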
# Arr AP2 block – blocks beta-arrestin peptide binding to AP2 adaptin. inhibition, % at 10 µM. FITC-arrestin peptide / GST-AP2 beads, flow cytometry; AP2 beta2 appendage carries R879A mutation. 340,000 compounds, 0.31% hits;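 active = inhibition above a set limit, near 3 SD of compounds lacking own fluorescence, cut at about 54% in these data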;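 also: plate controls were DMSO wells for no effect and 5 µM unlabelled arrestin peptide for full effect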
#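 Assay system: GST-AP2 R879A bound to glutathione beads, E. coli-expressed; Medium: PBS with 0.05% Tween 20 and 0.1% BSA; Also added: fluorescein-tagged arrestin peptide at 50 nM final; Timing: 12 min plus 1 h, RT; Measured by: flow cytometry, FL1 (488/535 nm); Evaluation: percent drop in bead-associated FITC signal.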
# LANA DNA inh – inhibitors of KSHV LANA C-terminal domain DNA binding; MBP-C-LANA/FAM-LBS DNA binding, fluorescence polarization; inhibition, % at 9 µM; AID 504423; 340,000 compounds, 0.078% hits;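 active = highest replicate inhibition at or above 60% at 9 µM, even if other replicates fall short; inactive = all replicates below 60% inhibition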;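 also: 0% = neutral control wells and 100% = 4 µM acridine orange control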
# Starred values were filed as active, the others as inactive; . = not tested or not shown. Not all compounds are listed; rates above refer to the full screens.
item | smiles | CAL PDZ FP-1 | Cardiac RTF inh | DAGLB inhibitor | CAL PDZ FP-2 | NSD2 inh
1 | O=C1NC(=O)/C(=C\c2ccc(OCc3ccccc3)cc2)S1 | -8 | -2 | 14 | -1.3 | -1
2 | CC(Sc1nnc2ccccn12)C(=O)NCc1ccc2c(c1)OCO2 (stereo not given) | . | -18 | -2 | -0.9 | -1
3 | O=C(O)c1cc(C(=O)C2CCCCC2)c[nH]1 | 1 | -18 | 2 | 0.9 | 0
4 | O=[N+]([O-])c1ccc(Cl)c(S(=O)(=O)Nc2ccc(-c3ccc(N4CCOCC4)nn3)cc2)c1 | -1 | 5 | 2 | -3.8 | 2
5 | CCOc1ccccc1N1CCN(S(=O)(=O)CC)CC1 | 1 | -7 | 4 | -0.7 | 0
6 | Cn1c(C(=O)N2CCc3ccccc3C2)cc2c(=O)n3ccccc3nc21 | -2 | -5 | -1 | -4.6 | 2
7 | CCOC(=O)CC(=O)CSc1nc2ccccc2c(=O)n1-c1ccc(C(=O)N2CCOCC2)cc1 | . | 3 | 2 | 0.8 | -2
8 | COCCn1c(-c2ccc(Br)cc2)csc1=Nc1cccnc1 | 7 | 2 | -3 | -1.5 | .
9 | S=c1[nH]ncn1/N=C/c1ccc(N2CCOCC2)cc1 | -3 | 9 | 3 | . | 3
10 | O=C(NCc1ccccc1C(F)(F)F)C1CC(O)CN1C(=O)Nc1ccccc1 (stereo not given) | -5 | 2 | 0 | -0.8 | -4
11 | CCOC(=O)C1(C(=O)O)NC(=O)CC1c1ccccc1 (stereo not given) | -1 | 4 | 0 | -2.2 | 1
12 | O=C(NCCN1CCN(c2ccccc2)CC1)c1cccn2c(=O)c3ccccc3nc12 | -1 | 3 | 2 | -1.6 | -1

item | V-ATPase pHluor | Keap1 Nrf2 FP | LANA DNA inh | Arr AP2 block | DSG3 Ab inh
1 | 3 | 2 | -0.8 | 14 | 92
2 | -2 | -2 | -1.2 | 5 | 100
3 | 2 | -2 | -1.2 | 8 | 99
4 | -2 | 0 | -0.8 | 29 | 101
5 | 1 | 0 | 0.5 | 4 | .
6 | 0 | -5 | 3.3 | 7 | 96
7 | -5 | -6 | -0.4 | 1 | 103
8 | 1 | -6 | -0.1 | 17 | 127
9 | 2 | -1 | 0.6 | 1 | .
10 | 3 | -4 | -0.7 | -9 | 120
11 | -1 | -1 | -0.1 | 18 | 86
12 | -3 | 1 | 0.1 | -5 | 119

# (further entries)
item | smiles | CAL PDZ FP-1 | Cardiac RTF inh | DAGLB inhibitor | CAL PDZ FP-2 | NSD2 inh
13 | Nc1ccc2nc3n(c(=O)c2c1)CCC3 | . | 0 | -2 | -1.6 | .
14 | S=c1[nH]nc(-c2ccc3ccccc3n2)n1-c1ccccc1 | 5 | 8 | 2 | -0.9 | -2
15 | O=C(COc1ccc(Cl)cc1)Nc1ccccc1C(=O)NCc1cccnc1 | -1 | -14 | 4 | -3.6 | 1
16 | O=C(CNc1ccc(Br)cc1)NNC1=NCCC1 | -4 | 1 | 0 | -0.8 | .
17 | CCCCCn1c(=O)c(-c2nc3ccccc3[nH]2)c(O)c2ccccc21 | 5 | . | . | -1.2 | 1
18 | CCc1ccc(N(CC(=O)NC(C)C)C(=O)CCC(=O)Nc2nccs2)cc1 | 20 | -3 | -3 | -0.3 | .
19 | Cc1c(C)c2c(OCC(=O)NCc3ccncc3)cc3c(c2oc1=O)CCC(C)(C)O3 | -3 | 3 | 0 | 0.4 | .
20 | C=CCn1c(SCC(=O)N(C)C2CCS(=O)(=O)C2)nnc1-c1ccncc1 (stereo not given) | -5 | -3 | -2 | 0.0 | 0
21 | CC(C)Cc1nnc(NC(=O)CCC(=O)N2CCN(Cc3ccccc3)CC2)s1 | -7 | -14 | 9 | -0.8 | 10
22 | COc1ccnc(Oc2ccccc2)c1C(=O)N/C=N/OCc1ccc(F)cc1Cl | 0 | -5 | -1 | -2.6 | -2
23 | Cc1ccc(NC(=O)CN(C)C(=O)/C=C/c2cccc(F)c2)cc1 | -1 | -8 | -3 | -1.1 | -3
24 | Cc1cc(NC(=O)CSc2nnc(C)n2-c2ccccc2C)no1 | 0 | -6 | 2 | -5.5 | 1
25 | CCCCn1c(N)c(N(CC(C)C)C(=O)c2ccc(S(=O)(=O)N3CCC(C)CC3)cc2)c(=O)[nH]c1=O | . | -29 | 0 | -0.2 | 3
26 | O=C1c2ccc(Cl)cc2S(=O)(=O)c2cccc(C(=O)N3CCC(Cc4ccccc4)CC3)c21 | 0 | 4 | -4 | 0.0 | .
27 | Cc1cccc(NC(=O)CSc2nnc(-c3ccc(S(=O)(=O)N4CCCC4)cc3)o2)c1 | . | 1 | 1 | -0.6 | 2

item | V-ATPase pHluor | Keap1 Nrf2 FP | LANA DNA inh | Arr AP2 block | DSG3 Ab inh
13 | 2 | -11 | 4.0 | 11 | 102
14 | 4 | -4 | 0.7 | 12 | 95
15 | -5 | -2 | 1.5 | 32 | 123
16 | 2 | 2 | 1.4 | -4 | 116
17 | -1 | -4 | -0.2 | 16 | 100
18 | 1 | -5 | 0.9 | 2 | 99
19 | -1 | -6 | -0.4 | 0 | 93
20 | 0 | -1 | 0.9 | 19 | 101
21 | 0 | 1 | -0.3 | -1 | 101
22 | 0 | -2 | 1.1 | 6 | 106
23 | 2 | -4 | -0.4 | 9 | 119
24 | 1 | 1 | -3.0 | 30 | 104
25 | -1 | 1 | 1.1 | -5 | 99
26 | 2 | 2 | 1.9 | -4 | 106
27 | -1 | -1 | 0.4 | 3 | 103

# Reformatted with tabs: part of the list above
item	smiles	CAL PDZ FP-1	Cardiac RTF inh	DAGLB inhibitor	CAL PDZ FP-2	NSD2 inh	V-ATPase pHluor	Keap1 Nrf2 FP	LANA DNA inh	Arr AP2 block	DSG3 Ab inh
14	S=c1[nH]nc(-c2ccc3ccccc3n2)n1-c1ccccc1	5	8	2	-0.9	-2	4	-4	0.7	12	95
15	O=C(COc1ccc(Cl)cc1)Nc1ccccc1C(=O)NCc1cccnc1	-1	-14	4	-3.6	1	-5	-2	1.5	32	123
16	O=C(CNc1ccc(Br)cc1)NNC1=NCCC1	-4	1	0	-0.8	.	2	2	1.4	-4	116
17	CCCCCn1c(=O)c(-c2nc3ccccc3[nH]2)c(O)c2ccccc21	5	.	.	-1.2	1	-1	-4	-0.2	16	100
18	CCc1ccc(N(CC(=O)NC(C)C)C(=O)CCC(=O)Nc2nccs2)cc1	20	-3	-3	-0.3	.	1	-5	0.9	2	99
19	Cc1c(C)c2c(OCC(=O)NCc3ccncc3)cc3c(c2oc1=O)CCC(C)(C)O3	-3	3	0	0.4	.	-1	-6	-0.4	0	93
20	C=CCn1c(SCC(=O)N(C)C2CCS(=O)(=O)C2)nnc1-c1ccncc1 (stereo not given)	-5	-3	-2	0.0	0	0	-1	0.9	19	101
21	CC(C)Cc1nnc(NC(=O)CCC(=O)N2CCN(Cc3ccccc3)CC2)s1	-7	-14	9	-0.8	10	0	1	-0.3	-1	101
22	COc1ccnc(Oc2ccccc2)c1C(=O)N/C=N/OCc1ccc(F)cc1Cl	0	-5	-1	-2.6	-2	0	-2	1.1	6	106
23	Cc1ccc(NC(=O)CN(C)C(=O)/C=C/c2cccc(F)c2)cc1	-1	-8	-3	-1.1	-3	2	-4	-0.4	9	119
24	Cc1cc(NC(=O)CSc2nnc(C)n2-c2ccccc2C)no1	0	-6	2	-5.5	1	1	1	-3.0	30	104
25	CCCCn1c(N)c(N(CC(C)C)C(=O)c2ccc(S(=O)(=O)N3CCC(C)CC3)cc2)c(=O)[nH]c1=O	.	-29	0	-0.2	3	-1	1	1.1	-5	99
26	O=C1c2ccc(Cl)cc2S(=O)(=O)c2cccc(C(=O)N3CCC(Cc4ccccc4)CC3)c21	0	4	-4	0.0	.	2	2	1.9	-4	106

# Compound activity deposited in PubChem by several laboratories.
